# Bioassay records deposited in PubChem by NCI.
# NCI-60 one-dose screen, 48 h, at 10 µM unless noted. Numbers give growth in % (100 = growth as untreated, 0 = no growth, -100 = all killed).
# NCI-H522 – NCI-H522 lung cancer. 8% of 78,000 active. AID 1794739
# IGROV1 – IGROV1 ovarian cancer; AID 1794786; 4.7% of 79,000 active
# SK-OV-3 – SK-OV-3 ovarian cancer cells. 3.2% of 80,000 active. AID 1794785
# NCI-H23 – NCI-H23 lung cancer. 4% of 80,000 active. AID 1794731
# NCI/ADR-RES – NCI/ADR-RES ovarian cells; 4.4% of 81,000 active; AID 1794790
# NCI-H460 – NCI-H460 lung cancer; 6.8% of 82,000 active
# NCI-H226 – NCI-H226 lung cancer. 3.5% of 79,000 active. AID 1794732
# OVCAR-4 – OVCAR-4 ovarian cancer cells | 3.7% of 80,000 active | AID 1794784
# NCI-H322M – NCI-H322M lung cancer; 2.7% of 80,000 active; AID 1794733
# The depositor's hits bear a star; . = no result given. How the source made its calls: active means growth percent below 10; inactive means the rest.
SMILES,NCI-H522,IGROV1,SK-OV-3,NCI-H23,NCI/ADR-RES,NCI-H460,NCI-H226,OVCAR-4,NCI-H322M
CCOc1ccc(Nc2nc3ccccc3nc2Nc2ccc(OCC)cc2)cc1,56,55,108,55,65,17,86,53,71
Nc1nc(N)nc(NCc2ccccc2)n1,99,109,115,97,100,109,95,128,95
CC(=O)NC1=C/C(=C\[N+](=O)[O-])C=C1O,94,110,92,93,97,109,105,109,98
Cc1ccc(C(=O)CSc2nc3[nH]c(=O)n(C)c(=O)c3[nH]2)cc1,90,109,108,103,103,105,.,100,100
CC(C)[C@H](NC(=O)CSc1nnc(-c2ccc(NC(=O)c3cccnc3)cc2)o1)C(=O)O,96,114,99,104,106,111,100,113,109
NNC(=O)c1ccccc1Nc1ccnc(C(F)(F)F)c1,88,98,98,98,98,109,91,99,99
CCCCCOC(=O)c1ccc(NC(=O)CNC(C)(C)C)cc1,54,99,110,89,95,107,93,110,90
COc1cc2c(c(OC)c1OC)C(=O)CC(c1cccc(NC(=O)c3cc([N+](=O)[O-])ccc3C)c1)O2 (stereo unspecified),48,35,76,60,39,54,43,58,68
CCn1c(SCC(=O)Nc2cccc(C(=O)/C=C/c3ccccc3)c2)nc2ccccc2c1=O,89,88,109,86,94,112,87,115,100
O=C1c2c(c3c4ccccc4[nH]c3c3ccc4ccccc4c23)C(=O)N1CCO,44,39,65,74,71,50,68,86,79
Cn1c(=O)c2c(ncn2CC(=O)Nc2ccccc2)n(C)c1=O,99,98,109,96,93,103,95,92,99
CC(=O)NC1C(Nc2ccc(S(=O)(=O)NC(C)=O)cc2)OC(CO)C(O)C1O (stereo unspecified),88,108,103,100,102,.,115,98,99
COc1ccc(-c2csc(NC(=O)CSc3nc(-c4ccc(OC)cc4)c(C#N)c(=O)[nH]3)n2)cc1,86,111,98,94,107,104,96,103,91
Cc1oc2ncnc(Nc3ccc(OCc4cccc(F)c4)c(Cl)c3)c2c1C(=O)NCCO,28,.,74,59,71,35,41,67,86
COc1ccc(-n2c(-c3ccccc3)c(-c3ccccc3)c3c(SCC(=O)N/N=C/c4ccc([N+](=O)[O-])cc4)ncnc32)cc1,81,89,81,76,91,100,81,91,102

# An excerpt from above in order of SMILES length, low to high:
SMILES,NCI-H522,IGROV1,SK-OV-3,NCI-H23,NCI/ADR-RES,NCI-H460,NCI-H226,OVCAR-4,NCI-H322M
NNC(=O)c1ccccc1Nc1ccnc(C(F)(F)F)c1,88,98,98,98,98,109,91,99,99
CC(=O)NC1=C/C(=C\[N+](=O)[O-])C=C1O,94,110,92,93,97,109,105,109,98
Cc1oc2ncnc(Nc3ccc(OCc4cccc(F)c4)c(Cl)c3)c2c1C(=O)NCCO,28,.,74,59,71,35,41,67,86

# Other structures.
SMILES,NCI-H522,IGROV1,SK-OV-3,NCI-H23,NCI/ADR-RES,NCI-H460,NCI-H226,OVCAR-4,NCI-H322M
O=C(c1ccccc1)N(C(=S)NCCc1ccc(Cl)cc1)c1ccc(Cl)cc1,92,87,104,75,101,80,.,89,76
COC(=O)c1nc(-c2ccccc2)oc1S(=O)(=O)n1nc(-c2ccccc2)cc1N,44,74,106,90,99,100,105,107,91
O=C1NC(=O)C(c2ccc(Cl)cc2Cl)N1 (stereo unspecified),94,114,108,100,106,95,103,113,100
CC(C)C(C#N)c1ccccc1 (stereo unspecified),99,122,104,107,104,102,100,109,102
CC1=CC23OCC(=O)N2c2ccccc2C(O)C3C(C)=C1 (stereo unspecified),86,95,100,101,104,105,94,91,102
Cc1cc(NCc2cc(Nc3ccnc4cc(Cl)ccc34)ccc2F)nc(N2CCN(c3ccccc3)CC2)n1,46,42,55,63,56,45,55,46,74
O=c1cc(-c2sc(C3CCOCC3)nc2-c2ccccc2)c2cc(Cl)ccc2o1,65,53,92,56,51,32,90,45,82
O=C(CSc1nnc(-c2ccc3nc(-c4ccccc4)[nH]c3c2)o1)Nc1ccccc1,86,93,115,92,98,99,94,102,94
Cc1ccc(C(C)C)c(O)c1NC(=S)N/N=C\c1cc(Cl)ccc1O,40,44,86,48,19,20,73,44,44
O=S(=O)(NC1CCCCC1)c1ccccc1,94,99,102,83,97,131,87,101,102
NC(=O)CSc1nnc(CCC(=O)c2nc3ccccc3[nH]2)s1,95,102,113,111,102,118,107,103,114
O=C(Nc1ncc(Cc2cccc(C(F)(F)F)c2)s1)c1ccc(-n2cnnn2)cc1,55,75,86,55,36,31,69,34,86
NNC(=S)Nc1ccccc1,107,116,120,100,104,105,118,109,128
Nc1ccc(OCc2ccccc2)cc1,85,.,105,98,105,.,110,108,.
CC(C)CCSc1nc(NCCO)c(C#N)c(-c2ccc(F)cc2)n1,76,113,113,96,97,105,97,110,92
Nc1c(Br)cc(Br)c(C(=O)O)c1Br,104,121,100,107,111,121,102,.,117
COc1ccc2c(c1)sc1nc(-c3ccccc3)c(-c3cnccn3)n12,103,109,104,103,106,108,100,109,108
N#Cc1c(-c2ccc([N+](=O)[O-])cc2)cc(-c2c[nH]c3ccccc23)nc1-c1c[nH]c2ccccc12,95,81,91,97,96,101,87,99,95
Cc1ccc(-n2c(-c3ccccc3)c(-c3ccccc3)c3c(SCC(=O)NN)ncnc32)cc1,74,81,77,102,104,103,82,93,84
COc1ccc(C2CC(c3ccc(S(=O)(=O)NCCNc4nc(N(C)C)nc(N5CCOCC5)n4)cc3)=Nc3c(N)nc(N)nc3N2)cc1 (stereo unspecified),91,98,112,98,95,88,83,91,96
N=c1cc(N)nc2n1NC(=O)c1ccccc1N2,95,108,108,106,109,106,99,103,92
Cn1ncc2c(Nc3ccc(O)cc3)nc(Cl)nc21,88,93,105,107,97,108,91,105,97
CCN(CC)c1ccc(C=O)c(OCc2cn(CC(=O)Nc3ccc(F)cc3Cl)nn2)c1,90,82,97,.,91,92,86,71,100
CCCCCCCCN(CCCCCCCC)CCCCCCCC,109,103,107,102,104,.,.,111,120
COC(=O)/C=C1/S/C(=N/NC(=O)COc2cc(=O)n(C)c3ccccc23)N(Cc2ccccc2)C1=O,79,98,106,94,100,107,98,75,97
Oc1ccc(Cc2ccc(Cl)cc2)c(O)c1,68,.,118,99,97,119,108,98,110
CN(C)CCOC(=O)Nc1nc2ccc(C(=O)c3ccccc3)cc2[nH]1,84,109,93,102,107,107,103,104,106
COc1ccc(C#CC(=O)O)c(OC)c1,107,107,110,98,103,103,101,110,109
CC/C(C)=C(\C)C(=O)O,89,104,92,101,108,105,96,118,90
O=C(Nc1ccccc1O)c1ccccc1Nc1ccnc(C(F)(F)F)c1,84,79,100,95,91,97,70,96,114
COc1cc2c3c(n(CCCN4CCCCC4)c(=O)c2cc1OC)-c1cc2c(cc1C3=O)OCO2,-80*,-69*,46,-92*,-62*,-85*,-62*,-74*,-96*
C#CCOc1ccc(/C=N/Nc2nc(-c3ccc(F)cc3)cs2)cc1,81,105,101,93,105,98,86,99,102
COc1ccc(OCC(=O)Nc2ccc(-c3nc4ccccc4s3)cc2OC)cc1,74,53,95,70,93,66,87,80,101
CCCCc1oc2ccc([N+](=O)[O-])cc2c1C(=O)c1ccc(C#Cc2ccccc2F)cc1,72,85,89,81,94,85,88,93,92
O=C(Cn1cc(COn2nnc3ccccc32)nn1)Nc1ccc(Br)cc1,98,109,105,.,101,111,102,107,97
COc1cc(/C=C/C(=O)c2ccc(F)cc2)ccc1OCCCCOc1cc2c(cc1OC)C(=O)N1CCCC1C=N2 (stereo unspecified),-61*,.,11,-34*,27,-50*,-8.9*,-11*,88
Nc1nc2c(s1)CN(Cc1ccccc1)CC2,94,105,108,105,113,101,100,101,105
O=C(CSC(=S)N1CCCCC1)NC(=O)c1ccccc1,79,109,103,96,101,110,103,103,98
O=c1c2c3c(sc2nc(N/N=C/c2cn(-c4ccccc4)nc2-c2ccc(Cl)cc2)n1Cc1ccccc1)CCCC3,85,92,102,106,108,98,102,109,111
CC(=O)c1c(C)nc(SCC(=O)Nc2ccc(Br)cc2)n1-c1ccc(Cl)cc1,66,84,.,78,69,79,76,88,87
C#CC(C)(O)CCCCCC (stereo unspecified),94,114,94,105,108,106,.,93,104
CCCCCOc1ccc2ccccc2c1,93,95,98,105,107,112,99,104,99
O=C(NCc1cn(Cc2ccc(F)cc2)nn1)c1cccnc1Nc1ccc(F)cc1,78,99,106,94,94,100,91,103,95
O=S(=O)(Nc1ncccn1)c1ccc(Nc2nc(O)c(/C=C3\C=Nc4ccccc43)s2)cc1,94,91,102,93,99,109,92,113,96
COc1ccc(Cl)cc1Nc1nc2c(s1)CCCc1cc(C(=O)NC(C)(C)C)[nH]c1-2,51,98,73,91,89,90,94,102,94

# Part of the list above in order of molar mass, lowest first.
SMILES,NCI-H522,IGROV1,SK-OV-3,NCI-H23,NCI/ADR-RES,NCI-H460,NCI-H226,OVCAR-4,NCI-H322M
CC/C(C)=C(\C)C(=O)O,89,104,92,101,108,105,96,118,90
CC(C)C(C#N)c1ccccc1 (stereo unspecified),99,122,104,107,104,102,100,109,102
Nc1nc2c(s1)CN(Cc1ccccc1)CC2,94,105,108,105,113,101,100,101,105
Cn1c(=O)c2c(ncn2CC(=O)Nc2ccccc2)n(C)c1=O,99,98,109,96,93,103,95,92,99
O=C(CSC(=S)N1CCCCC1)NC(=O)c1ccccc1,79,109,103,96,101,110,103,103,98
C#CCOc1ccc(/C=N/Nc2nc(-c3ccc(F)cc3)cs2)cc1,81,105,101,93,105,98,86,99,102
CCCCCCCCN(CCCCCCCC)CCCCCCCC,109,103,107,102,104,.,.,111,120
COc1ccc2c(c1)sc1nc(-c3ccccc3)c(-c3cnccn3)n12,103,109,104,103,106,108,100,109,108
CC(C)CCSc1nc(NCCO)c(C#N)c(-c2ccc(F)cc2)n1,76,113,113,96,97,105,97,110,92
CC(=O)NC1C(Nc2ccc(S(=O)(=O)NC(C)=O)cc2)OC(CO)C(O)C1O (stereo unspecified),88,108,103,100,102,.,115,98,99
COc1ccc(OCC(=O)Nc2ccc(-c3nc4ccccc4s3)cc2OC)cc1,74,53,95,70,93,66,87,80,101
COC(=O)c1nc(-c2ccccc2)oc1S(=O)(=O)n1nc(-c2ccccc2)cc1N,44,74,106,90,99,100,105,107,91
CCN(CC)c1ccc(C=O)c(OCc2cn(CC(=O)Nc3ccc(F)cc3Cl)nn2)c1,90,82,97,.,91,92,86,71,100
Cc1ccc(-n2c(-c3ccccc3)c(-c3ccccc3)c3c(SCC(=O)NN)ncnc32)cc1,74,81,77,102,104,103,82,93,84
O=S(=O)(Nc1ncccn1)c1ccc(Nc2nc(O)c(/C=C3\C=Nc4ccccc43)s2)cc1,94,91,102,93,99,109,92,113,96
Cc1cc(NCc2cc(Nc3ccnc4cc(Cl)ccc34)ccc2F)nc(N2CCN(c3ccccc3)CC2)n1,46,42,55,63,56,45,55,46,74
COc1ccc(-n2c(-c3ccccc3)c(-c3ccccc3)c3c(SCC(=O)N/N=C/c4ccc([N+](=O)[O-])cc4)ncnc32)cc1,81,89,81,76,91,100,81,91,102

# (listing goes on)
SMILES,NCI-H522,IGROV1,SK-OV-3,NCI-H23,NCI/ADR-RES,NCI-H460,NCI-H226,OVCAR-4,NCI-H322M
Nc1nc(=O)[nH]c2ccc(C(=O)c3ccc(Cl)cc3)cc12,82,137,109,99,103,107,110,109,101
COC(=O)/C=C(\C)Nc1ccc(Cc2ccc(N/C(C)=C/C(=O)OC)cc2)cc1,97,97,102,107,106,107,107,109,109
COCC(O)CN1CCN(c2ccc(C)cc2)CC1 (stereo unspecified),112,110,101,96,103,111,99,105,111
O=C1C(c2ccc([N+](=O)[O-])cc2)=[N+]([O-])c2cc([N+](=O)[O-])ccc21,99,111,114,103,105,105,103,101,113
O=c1[nH]nc(-c2cn(-c3ccccc3)nc2-c2ccc(OCc3ccccc3)cc2)[nH]1,84,98,101,104,88,83,85,89,106
CCOC(=O)c1cc(Cl)nc(Cl)c1,103,110,100,108,111,103,96,104,107
Cc1cc(NC(=O)COCC(=O)O)no1,80,110,106,106,110,102,98,118,108
CC(CCc1ccccc1)NCC(O)c1ccc(O)c(C(N)=O)c1 (stereo unspecified),105,105,112,183,120,108,104,107,100
Cc1cccc(C)c1N(C)N,108,116,120,102,102,102,107,118,125
CCN1C(=O)N(CC)C2C1NN=c1s/c(=C3\C(=O)N(CCc4ccccc4)c4ccccc43)c(=O)n12 (stereo unspecified),-5.3*,19,32,23,-9.3*,2.0*,25,38,36
CCOC(=O)c1cc(C(=O)c2ccc(Cl)cc2)n2c1ccc1c3cccnc3ccc12,93,99,90,100,92,98,81,93,97
CC1(C)N=C(N)NC(Nc2ccc(S(N)(=O)=O)cc2)=N1,97,105,107,105,107,105,102,111,103
N#Cc1c(-c2ccc(Cl)cc2)nc(SCc2ccc([N+](=O)[O-])cc2)[nH]c1=O,92,100,109,97,95,100,93,97,94
COc1ccc(C2CC(c3cnccn3)=NN2)cc1OC (stereo unspecified),67,108,105,101,102,108,99,118,91
OC1C2CC3C1C3C2O (stereo unspecified),.,114,96,107,104,109,98,108,102
C#Cc1cc(C(=O)Nc2ccc(CN3CCN(C)CC3)c(C(F)(F)F)c2)ccc1OC,99,84,108,89,92,100,94,85,98
